Yeast eIF2B – modulators of yeast eIF2B activity | 27,000 tested, 0.91% active | inhibition, % at 25 µM (by protocol) | AID 688 | S. cerevisiae eIF2B-epsilon R284H, GCN4-lacZ luminescence;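 active = mutant luminescence inhibited past about 50% while wild type luminescence and mutant growth stay under set limits, limit read from the data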; note: some compounds called inactive have numbers as strong as hits
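material = yeast eIF2B-epsilon R284H mutant carrying GCN4–beta-galactosidase fusion | schedule = 16 h growth with compound at 30 °C, 90 min Beta-Glo step | measured by = luminescence and A595 | compound dosing = one concentration, 25 µM, 0.25% DMSO | read-out basis = % inhibition of reporter signal and growth versus controls | buffer or medium = YPD medium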
Yeast growth tox – Compounds toxic to wild-type S. cerevisiae growth; A595 turbidity, 16 h; growth inhibition, % at 25 µM (by protocol); 30,000 tested, 0.3% active; AID 685;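 active = mutant and wild-type yeast strains alike exhibit over 30% growth inhibition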;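 note: 0% = untreated cell controls and 100% = YPD media blanks without cells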
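System: S. cerevisiae wild-type or eIF2Bepsilon-R284H mutant strain; times: 16 h growth with compound, 30 °C; signal: absorbance at 595 nm (turbidity); measure: growth inhibition (%) versus cell controls and blanks; compound: 25 µM single dose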
Yeast growth tox inhibition % – second read-out of Yeast growth tox, no call of its own (marks repeat the call); growth inhibition, %; S. cerevisiae eIF2Bepsilon-R284H mutant growth, A595 turbidity, 16 h;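 each compound tested once at 25 µM; 0% equals untreated cells and 100% equals cell-free medium blanks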
Yeast eIF2B mutant toxicity – recorded beside Yeast eIF2B, whose call it bears; growth inhibition, %; measured here: mutant yeast growth, toxicity;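 each compound tested once at 25 µM; zero equals untreated control growth and 100 equals blank medium absorbance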
* hit, by the source's call; x = no result given.

structure	Yeast eIF2B mutant toxicity	Yeast growth tox inhibition %	Yeast eIF2B	Yeast growth tox
O=C(COc1ccc2ccccc2c1)NCCNC(=O)COc1ccc2ccccc2c1	x	0.0	-9.7	-0.9
CCOC(=O)/C(C#N)=C/c1cc(C)n(-c2ccccc2)c1C	x	-3.8	x	-12.7
CCn1c(SCC(=O)N2CCC(C)CC2)nnc1-c1ccc(S(=O)(=O)N2CCN(C)CC2)cc1	x	10.9	x	30.0
O=C(NC1CCCCCC1)c1c(O)c2ccccc2[nH]c1=O	9.6	9.6	19.2	14.3
CCCn1c2c(c(O)c(C(=O)Nc3ccc(OCC)cc3)c1=O)CCCC2	x	0.0	13.9	-14.8
CS(=O)(=O)N(CC(=O)NC1CCCC1)Cc1ccc(Cl)cc1	x	16.3	x	14.8
CCCCCn1c(=O)c(Cc2ccccc2)c(O)c2ccccc21	4.5	4.5	-31.0	-12.8
CCn1c(SCC(=O)c2[nH]c(C)c(C(C)=O)c2C)nnc1-c1cccs1	13.8	13.8	-8.2	-16.6
CCCCOC(=O)/C(=C\c1ccc([N+](=O)[O-])o1)NC(=O)c1ccccc1	-21.1	-21.1	6.2	1.8
CC(=O)c1cc2c(cc1NC(=O)CN1CCCCCCC1)OCO2	-6.8	-6.8	32.6	-5.3
CCC(=O)N1CCNC(=O)C1CC(=O)Nc1ccc(C)c(Cl)c1 (stereo not drawn)	x	x	-39.7	x
O=C(Cc1ccc(Cl)cc1)Nc1ccccc1N1CCOCC1	-4.5	-4.5	7.8	14.5
Clc1ccccc1Cn1nnc2c(NCCN3CCOCC3)ncnc21	21.1	21.1	5.7	6.2
COc1ccc(S(=O)(=O)N2CCCN(CC(=O)Nc3ccc4c(c3)OCO4)CC2)cc1	-37.5	-37.5	30.7	1.6
CCN(CC)S(=O)(=O)c1ccc(O)c(C(=O)OCC(=O)N(C)Cc2ccccc2)c1	-18.2	-18.2	23.3	-3.8
COc1ccccc1N1CCN(C(=O)CSc2ccccc2)CC1	8.1	8.1	-10.1	10.0
O=C(Nc1ncc(Cc2ccccc2Cl)s1)C1CCCO1 (stereo not drawn)	25.0	25.0	-0.4	-0.2
Oc1ccc2ccccc2c1/C=N/c1nccs1	x	2.6	x	3.5
COc1ccc2[nH]c(=O)c(CN(CCN(C)C)C(=O)NCc3ccccc3)cc2c1	4.8	4.8	20.4	12.5
COc1ccc(/C=C2/SC(=O)N(NS(=O)(=O)c3ccccc3)C2=S)cc1OC	2.5	2.5	2.6	0.0
COc1ccc(C(=O)c2ccc(Cl)cc2Cl)cc1	x	6.7	x	13.4
O=C(CCNS(=O)(=O)c1cccc2nsnc12)NCCC1=CCCCC1	x	x	30.8	x
CN1CCC(=NNC(=O)C(=O)NC2CCCCC2)CC1	21.2	21.2	17.8	9.6
CC(C)CCn1c(NCCN(C)C)nc2c1c(=O)[nH]c(=O)n2C	8.7	8.7	1.7	8.3
COc1ccccc1CNC(=O)c1cc2sccc2n1C	x	0.0	21.8	7.7
Cc1sc2ncn(-n3c(C)ccc3C)c(=O)c2c1C	12.5	12.5	5.3	5.3
OC1(c2cccc(F)c2)CCN(Cc2ccncc2)CC1	x	-10.0	x	3.1
CC(C)Cn1c(-c2ccc(C#N)cc2)nc2c1c(=O)[nH]c(=O)n2CC(C)C	x	11.6	x	6.9
Cn1c(SCC(=O)N2CCCCC2)nc2cccnc21	x	x	12.4	x
C=C(C)Cn1c(CCCNC(=O)CCC)nc2ccccc21	-23.8	-23.8	20.9	5.8
CN(Cc1ccccc1)S(=O)(=O)c1ccc2c(c1)OCCO2	x	3.2	x	-4.5
CCCCOCCCNC(=O)c1ccc(OC)cc1	20.0	20.0	10.9	5.6
COC(=O)CSc1ccccc1C(=O)OC	9.1	9.1	3.4	18.3
O=C(NCC1CCCO1)C1CCCCN1S(=O)(=O)c1ccc(F)cc1 (stereo not drawn)	-27.3	-27.3	16.8	22.8
Cc1nn(C)c(C)c1CN(C)C(=O)c1cc2nc(-c3ccco3)cc(C(F)(F)F)n2n1	-12.5	-12.5	44.1	-4.3
COc1ccc(-c2cc(N)n(S(=O)(=O)c3c(F)c(F)c(F)c(F)c3F)n2)cc1OC	-27.3	-27.3	28.4	-20.6
COc1ccc(CCNC2CCN(C)CC2)cc1OC	-17.9	-17.9	-12.1	18.4
COc1ccccc1N1CCN(C(=O)CSc2ccc3c(C)cc(C)nc3n2)CC1	-28.6	-28.6	-1.5	-32.9
COC(=O)c1cc(NC(=O)CN2C(=O)CSC2=O)ccc1Cl	18.5	18.5	15.0	11.8
COc1ccc2c(c1)c(=O)oc1cc3oc(C)c(C)c3cc12	x	-7.9	x	10.0
COc1cccc(OC)c1OCCCOc1c(OC)cccc1OC	-24.2	-24.2	18.9	-4.8
NC(=O)CSc1nnc(-c2ccc(S(=O)(=O)N3CCCC3)cc2)n1Cc1ccco1	x	3.6	x	-4.6
CCn1c(N2CCN(CC(=O)c3c(C)n(C)c4ccccc34)CC2)nc2c1c(=O)[nH]c(=O)n2C	4.8	4.8	18.0	7.1
c1csc(C(c2nnnn2C2CCCCC2)N2CCCC3(CCCCC3)C2)c1 (stereo not drawn)	-7.9	-7.9	-11.3	19.4
C=CCN(c1ccc(C(N)=O)cc1)S(C)(=O)=O	x	6.5	x	11.5

In a second layout: results already given.
O=C(NCC1CCCO1)C1CCCCN1S(=O)(=O)c1ccc(F)cc1 (stereo not drawn)
- Yeast eIF2B mutant toxicity = -27.3
- Yeast growth tox inhibition % = -27.3
- Yeast eIF2B = 16.8
- Yeast growth tox = 22.8
Cc1nn(C)c(C)c1CN(C)C(=O)c1cc2nc(-c3ccco3)cc(C(F)(F)F)n2n1
- Yeast eIF2B mutant toxicity = -12.5
- Yeast growth tox inhibition % = -12.5
- Yeast eIF2B = 44.1
- Yeast growth tox = -4.3
COc1ccc(-c2cc(N)n(S(=O)(=O)c3c(F)c(F)c(F)c(F)c3F)n2)cc1OC
- Yeast eIF2B mutant toxicity = -27.3
- Yeast growth tox inhibition % = -27.3
- Yeast eIF2B = 28.4
- Yeast growth tox = -20.6
COc1ccc(CCNC2CCN(C)CC2)cc1OC
- Yeast eIF2B mutant toxicity = -17.9
- Yeast growth tox inhibition % = -17.9
- Yeast eIF2B = -12.1
- Yeast growth tox = 18.4

Continuation:
structure	Yeast eIF2B mutant toxicity	Yeast growth tox inhibition %	Yeast eIF2B	Yeast growth tox
C1=C(c2ccccc2)Nc2nnnn2C1	20.7	20.7	13.2	6.2
CC(=O)c1ccc2c(c1)c1ccccc1n2CC(C)C	18.8	18.8	-30.1	8.0
Fc1ccc(CNn2cnnc2SCc2ccc(F)cc2)cc1	12.5	12.5	35.0	14.3
Cc1ccc(C(=O)c2ccccc2C(=O)O)c(O)c1	3.2	3.2	12.2	8.0
COc1ccccc1-c1nc(C#N)c(N2CCC(Cc3ccccc3)CC2)o1	18.5	18.5	19.9	10.0
CCCNS(=O)(=O)c1ccc(NC(=O)c2ccccn2)cc1	x	11.1	x	-8.4
O=c1ccn(CCOc2ccc(Cl)cc2)c(=O)[nH]1	21.0	21.0	-2.8	0.4
Cc1cccc(N2C(=O)NC3(CCCCC3)C2=O)c1	x	0.0	23.9	-3.0
CC1=C(C(=O)OCc2ccccc2)C(c2cccnc2)n2nnnc2N1 (stereo not drawn)	x	0.0	13.8	8.4
COc1ccc(OCc2nc(N)nc(Nc3ccccc3OC)n2)cc1	-19.1	-19.1	21.0	7.8
Cc1cccc(CSc2ncnc3c2cnn3Cc2ccccc2)c1	x	0.0	-52.0	-24.8
CCCn1c(CN(C)Cc2ccccc2)nc2c1c(=O)n(C)c(=O)n2C	x	0.0	16.3	16.9
CCOc1ccccc1NC(=O)Cn1nnc(C(=O)NCc2ccco2)c1N	-25.0	-25.0	13.7	-9.1
Cn1cnnc1SCC(=O)c1cc2ccccc2oc1=O	10.3	10.3	8.8	9.0
COc1cc(C(c2nnnn2C2CCCC2)N2CCc3ccccc3C2)ccc1O (stereo not drawn)	-18.2	-18.2	-10.0	-1.2
COc1cc(/C=C(\C#N)c2nc3c(s2)CC(C)CC3)ccc1O (stereo not drawn)	-10.0	-10.0	11.5	-18.6
CCOc1ccc(Br)cc1S(=O)(=O)N1CC(C)OC(C)C1 (stereo not drawn)	-10.0	-10.0	17.8	0.3
COc1ccccc1NC(=O)CSc1nc2ncccc2[nH]1	8.0	8.0	26.3	20.5
CCC1(C)CC(c2csc(N)n2)CCO1 (stereo not drawn)	8.7	8.7	-33.7	-4.9
Cc1cc(NC(=O)c2cnc3ccccn3c2=O)no1	2.9	2.9	9.8	-10.3
CCn1c(/C=C/c2ccc([N+](=O)[O-])o2)nc2ccccc2c1=O	18.2	18.2	26.3	5.2
COC(=O)N/N=C(\C)c1ccc(Br)cc1	27.0	27.0	18.1	8.1
Cc1cc(C)cc(NC(=O)c2cccc(NC(=O)C3C4CC5OC(=O)C3C5C4)c2)c1 (stereo not drawn)	10.8	10.8	27.0	-11.9
Cc1nc(N2CCN(Cc3ccccc3)CC2)[nH]c(=O)c1C	-3.7	-3.7	15.5	11.6
Cc1cc(NC(=O)CCSc2nc(-c3ccco3)cc(C(F)(F)F)n2)no1	-17.7	-17.7	1.6	-23.2
CC(=O)Nc1nonc1NC(=O)CSc1ncn[nH]1	6.7	6.7	-35.3	-7.9
COc1ccc(C2/C(=C(/O)c3ccccc3)C(=O)C(=O)N2c2ccccn2)c(OC)c1 (stereo not drawn)	9.5	9.5	-2.4	16.2
O=C(NCc1ccccn1)C1CCN(S(=O)(=O)c2cccs2)CC1	-3.5	-3.5	38.6	-24.2
N#CC1(c2ccccc2)CCCN1C(=O)c1ccccc1Cl (stereo not drawn)	5.6	5.6	-15.2	-0.9
Cc1c(NC(=O)CSc2ccccc2C(=O)Nc2cccnc2)c(=O)n(-c2ccccc2)n1C	18.5	18.5	25.0	7.4
Cc1cccc(NC(=O)C(NS(=O)(=O)c2ccc3c(c2)CCC(=O)N3)c2ccccc2)n1 (stereo not drawn)	-40.9	-40.9	-4.5	-4.7
O=C(Nc1ccc(F)cc1)c1sc2cc(C(F)(F)F)cnc2c1-c1cccs1	6.5	6.5	17.4	10.0
O=[n+]1c2c(n([O-])c3ccccc31)CCCC2	4.0	4.0	7.4	25.0
CCCNC(=O)NC(=O)CSc1ccc2c(c1)OCCO2	x	19.6	x	13.6
C=CCN(C(=O)Nc1ccc(F)cc1)C1CC(=O)N(c2ccc(OC)cc2)C1=O (stereo not drawn)	-4.8	-4.8	17.0	3.2
O=C(O)c1ccc2c(c1)OCCO2	x	0.0	8.0	-15.5
O=C(CCc1ccccc1)Nc1ccccc1F	x	20.5	x	9.2
CC/C(C)=C1\SC(N2CCN(c3cccc(C(F)(F)F)c3)CC2)=NC1=O	x	0.0	x	32.7
COc1ccc(OC)c(/C=N/c2oc(-c3ccco3)c(-c3ccco3)c2C#N)c1	18.5	18.5	8.3	9.1
Cc1nn(Cc2ccc(F)cc2)c(C)c1NC(=O)c1noc2c1CCCCC2	x	0.0	10.4	12.6
CC(=O)NC1=NC(=O)/C(=C/N2CCCCC2)S1	x	x	6.4	x
COc1ccc(/C(N)=N/OC(=O)CSc2ccc(C)cc2)cc1OC	x	17.4	x	1.6
CCOC(=O)C(NCc1ccc2c(c1)OCO2)(NC(=O)CC)C(F)(F)F (stereo not drawn)	-7.4	-7.4	-20.8	20.9
CCCCSc1c(C)c2cc3c(cc2[nH]c1=O)OCO3	-13.3	-13.3	-3.4	12.5
Cc1nc2ccccc2c(=O)n1NC(=O)c1ccc(F)cc1Cl	2.9	2.9	30.4	20.3

Screening results: PubChem, PCMD

Not all compounds are listed; rates above refer to the full screens.
